High-throughput results (PubChem BioAssay)
SRC1 inh – inhibits human SRC1 coactivator; HEK293 GAL4-SRC1 luciferase reporter, luminescence; inhibition, % at 3.6 µM; hit rate 0.12% among 360,000;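 active = inhibition above the campaign mean plus 3 SD, with each screening campaign given its own cutoff, cut at about 60% in these data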;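 also: 0% = DMSO treated cells and 100% = gossypol at 36 µM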
Target sequence (Q15788 whole entry, looked up, the tested form may be a part): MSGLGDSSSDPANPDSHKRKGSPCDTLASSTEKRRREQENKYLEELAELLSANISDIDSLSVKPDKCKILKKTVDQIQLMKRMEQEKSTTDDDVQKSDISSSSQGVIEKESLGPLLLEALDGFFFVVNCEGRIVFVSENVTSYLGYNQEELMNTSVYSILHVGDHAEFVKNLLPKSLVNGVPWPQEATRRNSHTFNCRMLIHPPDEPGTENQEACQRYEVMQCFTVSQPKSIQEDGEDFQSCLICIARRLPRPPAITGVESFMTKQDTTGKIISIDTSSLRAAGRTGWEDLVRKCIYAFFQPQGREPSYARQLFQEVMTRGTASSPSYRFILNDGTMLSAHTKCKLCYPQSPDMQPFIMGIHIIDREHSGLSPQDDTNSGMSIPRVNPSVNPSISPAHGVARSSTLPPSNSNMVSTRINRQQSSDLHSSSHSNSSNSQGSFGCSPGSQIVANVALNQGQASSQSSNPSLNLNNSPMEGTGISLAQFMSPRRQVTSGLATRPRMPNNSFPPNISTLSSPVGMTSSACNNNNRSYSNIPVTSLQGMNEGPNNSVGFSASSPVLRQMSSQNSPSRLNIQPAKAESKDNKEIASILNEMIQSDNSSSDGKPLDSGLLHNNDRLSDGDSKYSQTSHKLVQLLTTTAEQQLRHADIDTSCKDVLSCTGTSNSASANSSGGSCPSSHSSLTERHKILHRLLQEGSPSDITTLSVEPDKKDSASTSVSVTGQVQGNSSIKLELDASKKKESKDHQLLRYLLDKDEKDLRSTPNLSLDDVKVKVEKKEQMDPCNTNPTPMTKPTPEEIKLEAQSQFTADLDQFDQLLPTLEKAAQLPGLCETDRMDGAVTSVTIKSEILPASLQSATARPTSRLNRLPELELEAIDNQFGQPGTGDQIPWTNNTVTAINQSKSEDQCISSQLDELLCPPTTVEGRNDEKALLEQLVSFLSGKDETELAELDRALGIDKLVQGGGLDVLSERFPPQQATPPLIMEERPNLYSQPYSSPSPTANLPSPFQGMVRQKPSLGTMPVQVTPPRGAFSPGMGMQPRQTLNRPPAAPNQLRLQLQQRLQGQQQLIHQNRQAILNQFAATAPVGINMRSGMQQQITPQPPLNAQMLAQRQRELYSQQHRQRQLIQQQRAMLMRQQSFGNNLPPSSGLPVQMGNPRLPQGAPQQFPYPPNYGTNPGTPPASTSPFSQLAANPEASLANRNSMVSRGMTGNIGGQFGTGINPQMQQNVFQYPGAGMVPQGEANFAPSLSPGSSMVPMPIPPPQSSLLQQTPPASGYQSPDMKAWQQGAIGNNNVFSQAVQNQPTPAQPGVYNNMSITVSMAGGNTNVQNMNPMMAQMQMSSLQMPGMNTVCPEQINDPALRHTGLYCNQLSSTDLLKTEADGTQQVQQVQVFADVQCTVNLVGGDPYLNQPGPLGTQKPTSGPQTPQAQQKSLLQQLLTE
NR2F2 inh – NR2F2 (human) inhibition, primary screen; inhibition, % at 8.6 µM; P24468; hit rate 0.7% among 370,000; HEK293T NGFI-A luciferase reporter, luminescence;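 active = inhibition above a per-plate cutoff, mean inhibition of test wells between control levels plus 3 SD, cut at about 38% in these data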;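 also: cells cotransfected with COUP-TFII expression vector driving the NGFI-A reporter; 0% = median of COUP-TF2 test wells and 100% = reporter-only cells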
SRC2 inh – human SRC2 (NCOA2) inhibition; hit rate 0.17% among 370,000; Q15596; AID 651957; HEK293 GAL4-SRC2 luciferase reporter, luminescence; inhibition, % at 9 µM;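 active = inhibition above the mean inhibition of all tested compounds plus 3 SD, set per campaign, cut at about 52% in these data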;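 also: 0% = DMSO treated cells and 100% = cells given Gossypol at 36 µM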
C8 TRAIL sens – caspase-8 TRAIL sensitization; NB7+C8 cells + TRAIL, ATPlite viability luminescence; inhibition (viability loss, TRAIL sensitization), % at 10 µM; hit rate 1% among 360,000;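 active = compounds causing at least 50% loss of cell viability in the single-dose screen, relative to plate controls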
NOD2-RIPK2 inh – blocks binding of human NOD2 to RIPK2; inhibition, % at 4.98 µM; hit rate 0.38% among 360,000; CHO BLA complementation NOD2-RIPK2, CCF4 ratio; O43353; in the data active = inhibition above about 21%;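 also: 0% = vehicle only and 100% = reference blocker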
SRC3 inh – human NCOA3 inhibition; Q9Y6Q9; inhibition, % at 3.6 µM; hit rate 0.17% among 360,000; HEK293 GAL4-SRC3 luciferase reporter, luminescence;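 active = inhibition above a per-campaign cutoff, the mean of all compounds plus 3 SD, cut at about 60% in these data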;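 also: 0% = DMSO-treated cells and 100% = gossypol-treated cells at 36 µM; higher means less SRC3-driven luciferase light from the GAL4 reporter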
Vif inh – inhibitors of HIV Vif. HEK293T cells, Vif self-association by quenched fluorescence, imaging, 24 h. hit rate 0.35% among 340,000. inhibition, % at 7.49 µM; in the data active = inhibition above about 50%, passing the limit was not always enough; inconclusive = no clear call, values can overlap the other calls; inactive = below about 31%; also: some results filed as inactive read as strong as hits
TLR9-MyD88 block – blocks human TLR9 binding to MyD88; Q9NR96+Q99836; inhibition, % at 4.98 µM; hit rate 0.21% among 340,000; CHO BLA complementation TLR9-MyD88, CCF4 FRET ratio;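 active = inhibition above the mean over all tested compounds plus 3 SD, cut at about 21% in these data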;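 also: 0% = DMSO only wells and 100% = clavulanate BLA inhibitor control wells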
TROY signal inh – blocks TROY-dependent signaling in reporter cells | Q293 LMP1-TROYcd NF-kB luciferase reporter, 4 h | inhibition, % at 10 µM | hit rate 0.98% among 360,000 | AID 1347056;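 active = compounds whose plate-normalised and pattern-corrected inhibition of the luciferase reporter signal at the single screening dose is 50% or more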
LRH-1 inv ag – inverse agonists of human LRH-1 (NR5A2) | O00482 | HEK293T StAR-luciferase reporter, LRH-1 transfected, 24 h | inhibition, % at 3.6 µM | hit rate 0.13% among 360,000 | AID 602396;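 active = inhibition above the mean inhibition of all tested compounds plus 3 SD, cut at about 73% in these data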;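 also: 0% = DMSO wells and 100% = reporter-only cells lacking LRH-1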
EBV LMP1 NFkB – inhibitors of Epstein-Barr LMP1-induced NF-kappaB reporter; LMP1-induced NF-kappaB luciferase reporter cells, luminescence; hit rate 0.69% among 350,000; AID 504558; inhibition, % at 12.5 µM; in the data active = inhibition above about 41%; inconclusive = no clear call, values can overlap the other calls;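 also: 0% = neutral control wells and 100% = reference inhibitor control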
Starred values were filed as active, the others as inactive; ? = inconclusive; . = not tested or not shown; & = joins results of further samples. A portion of the library; count on the stated rates, not on these rows.

SMILES	SRC1 inh	NR2F2 inh	SRC2 inh	C8 TRAIL sens	NOD2-RIPK2 inh	SRC3 inh	Vif inh	TLR9-MyD88 block	TROY signal inh	LRH-1 inv ag	EBV LMP1 NFkB
Cc1cc(/C([O-])=C(/C(=S)Nc2ccc(F)cc2)[n+]2ccccc2)c(C)n1Cc1ccccc1Cl	-22	-6	-20	1	9	-18	1	-10	-7	2	-9
CC[C@]12c3[nH]c4cc(CCC(=O)N(C)C)ccc4c3CCN1C(=O)[C@@H](CC(=O)NCCCn1ccnc1)C[C@@H]2C(=O)N1CCN(C(=O)c2ccco2)CC1	0	-1	4	-14	-20	9	0	-7	7	18	1
CC(=O)Nc1ccc(S(=O)(=O)N2CCC(C(=O)NCc3ccco3)CC2)cc1	4	-6	-4	-15	-5	-14	2	-10	-1	8	1
CN1CCCN(C(=O)/C=C/c2ccc(Cl)cc2Cl)CC1	-11	-6	-19	-2	-9	-3	8	-1	2	-25	-10
CCc1ccccc1NC(=S)N1CCN(c2ccccn2)CC1	-16	3	-17	-3	-3	16	9	-13	0	4	2
C=CCn1c(SCC(=O)NC2CCS(=O)(=O)C2)nnc1-c1ccc(Cl)cc1 (centres undefined)	-11	6	-3	-3	8	-12	3	-3	15	-19	-2
Cc1nc(N2CCOCC2)nc2c1CCC2	-11	4	8	-14	-8	10	0	4	-12	12	15
CC(C)(O)CC[C@H](OC(=O)c1ccccc1)[C@](C)(O)[C@H]1CC[C@@]2(O)C3=CC(=O)[C@@H]4C[C@@H](O)[C@H](O)C[C@]4(C)C3CC[C@]12C (some centres undefined)	1	-3	-40	-13	-1	-22	11	5	0	23	3
O=C(CN1CCCN(S(=O)(=O)c2ccc(F)cc2)CC1)Nc1ccccc1Br	-1	0	11	-7	1	0	.	-13	6	39	-6
COc1ccc(OCc2nn3c(-c4ccccn4)nnc3s2)cc1	-30	-6	-8	32	1	-4	?	5	-6	-10	-3
CS(=O)(=O)N1CCN(c2cccc(Cl)n2)CC1	-30	-1	0	0	1	7	-9	9	-2	3	-4
COc1cccc(CN(C)C(=O)c2cc(COc3ccc(-n4cncn4)cc3)on2)c1	14	38*	14	14	-4	26	-9	-3	18	-8	4
COc1cc(NC(=O)C2CC(c3cccc(Br)c3)=NO2)cc(OC)c1OC (centres undefined)	-32	5	-9	11	9	-4	1	4	19	-5	0
COc1ccccc1N1CCN(C(=O)c2ccc(NC(C)=O)cc2)CC1	-6	2	-11	-8	3	9	9	-11	12	-17	-3
CC(Sc1nnc(COc2ccccc2)n1-c1ccccc1)C(=O)O (centres undefined)	-4	-15	2	-2	-4	15	12	11	4	12	7
Cc1ccc(C)c(NC(=O)c2cc[n+](C)cc2)c1	1	12	14	5	-11	6	22	4	19	6	-5
Cn1cnc2nc(Cl)nc(Cl)c21	10	-44	22	5	18	-6	-5	1	18	-20	17
C/C=C/Cn1cccc(C(=O)Nc2ccc(OC)cc2)c1=O	3	-5	13	4	1	9	-4	-7	-1	5	3
Cc1ccccc1OCC(=O)N(CC(C)C)c1c(N)n(CC(C)C)c(=O)[nH]c1=O	-13	-6	-1	-12	0	19	5	-10	-15	-1	2
Cc1ccc(S(=O)(=O)N2CCC(=O)N([C@H](COCc3cccc(C)c3)C(C)C)CC2)cc1	.	0	-10	8	3	.	.	.	-3	-1	.

An excerpt from above in order of their number in NR2F2 inh, high to low:
SMILES	SRC1 inh	NR2F2 inh	SRC2 inh	NOD2-RIPK2 inh	SRC3 inh	Vif inh	TLR9-MyD88 block	LRH-1 inv ag	EBV LMP1 NFkB
CCc1ccccc1NC(=S)N1CCN(c2ccccn2)CC1	-16	3	-17	-3	16	9	-13	4	2
Cc1ccc(S(=O)(=O)N2CCC(=O)N([C@H](COCc3cccc(C)c3)C(C)C)CC2)cc1	.	0	-10	3	.	.	.	-1	.
C/C=C/Cn1cccc(C(=O)Nc2ccc(OC)cc2)c1=O	3	-5	13	1	9	-4	-7	5	3

Following part:
SMILES	SRC1 inh	NR2F2 inh	SRC2 inh	C8 TRAIL sens	NOD2-RIPK2 inh	SRC3 inh	Vif inh	TLR9-MyD88 block	TROY signal inh	LRH-1 inv ag	EBV LMP1 NFkB
CC(C)(C)c1ccc(C(=O)NNC(=S)NCC2CCCO2)cc1 (centres undefined)	2	-14	-4	-6	-6	-9	-11	5	-15	-6	5
Cc1ccc(/C=C/C(=O)N2CCCC(C(N)=O)C2)o1 (centres undefined)	-4	-8	-14	-15	7	2	-1	6	-4	11	2
CCOC(=O)N1CCN(CCC(=O)Nc2ccc(F)c(F)c2)CC1	2	-6	1	-2	0	-6	3	-9	7	6	1
O=C(Cn1ncc2ccccc21)N1CCc2ccccc21	-5	-9	-16	-13	-4	15	9	3	-16	17	-12
CN(C)C(CNC(=O)CSc1nc2ccccc2c(=O)n1Cc1ccco1)c1ccccc1 (centres undefined)	-3	-18	-12	3	-5	4	31	-2	-8	-1	-2
CC(=O)Nc1nnc(-c2c(-c3c(Cl)cccc3Cl)noc2C)o1	3	-12	3	-8	-2	12	12	-2	-10	2	-1
Cc1cc(C(=O)N2CCCC(C(=O)c3cc(F)ccc3F)C2)c(C)o1 (centres undefined)	2	-13	3	-1	-8	17	-3	3	10	-1	-5
CCOC(=O)CNc1c(-c2ccc(Cl)cc2)nc2cnccn12	6	13	-14	-4	28*	2	3	4	9	-2	-8
O=C(CCn1cccc1)NC1CCCc2ccccc21 (centres undefined)	-18	2	-20	5	-3	1	8	8	20	10	-5
O=C(NCc1ccncc1)Nc1cccc([N+](=O)[O-])c1	4	2	-22	-3	-5	12	4	1	6	-8	2
O=C(NCc1ccc(F)cc1)c1[nH]c(C(F)(F)F)nc1-c1ccccc1	9	3	-27	-6	-14	21	-5	.	3	11	.
Cc1ccccc1NCN1C(=O)C2CCC(C)(C1=O)C2(C)C (centres undefined)	-8	-4	-24	0	-13	4	0	-3	9	-13	-1
Cc1nnc(NC(=O)CSc2nc3[nH]ncc3c(=O)[nH]2)s1	-8	-19	-9	2	-10	5	2	-11	0	26	-5
CC(C)N1CCC1(C)C(=O)Nc1ccc2scnc2c1 (centres undefined)	4	2	-32	-5	0	3	.	.	-2	3	.
COc1ccc(S(=O)(=O)N2CCN(C(=O)c3cc(-c4ccc(C)cc4)n[nH]3)CC2)cc1	-25	17	15	1	4	-9	1	-12	2	-35	-16
O=C(COC(=O)c1ncc(Cl)c(Cl)c1Cl)NC1CCS(=O)(=O)C1 (centres undefined)	-17	4	-17	2	-8	-8	0	-2	-2	-12	1
COC(=O)CSc1n[nH]c(-c2ccncc2)n1	-25	-24	-6	-17	-2	-22	9	-3	0	-4	-6
CCOC(=O)c1noc(C)c1C(=O)Nc1cccc(F)c1	0	-18	-10	-6	-12	-22	-11	-12	-7	2	1
Oc1ccc(C[C@H]2CNC(=S)N2CC2CCCN2C[C@H](Cc2ccc(O)cc2)N2C[C@H](Cc3ccccc3)N(CC3CCCCCC3)C2=S)cc1 (some centres undefined)	-16	6	9	8	-8	18	-14	-6	6	-7	2
N/C(=N\N=C\c1ccc(O)c(O)c1)c1nonc1N	-59	-17	-51	-2	2	-56	-1	-3	-60	-131	-17
O=C(CCc1ccccc1)N/N=C/c1cc(Br)ccc1O	7	15	14	55*	1	35	3	1	-19	3	11
CCCCN1CN=C(Nc2nc3ccccc3o2)NC1	-25	-26	-60	-13	-11	-42	1	3	-19	-9	-3
O=C1c2ccccc2-c2nc3ccccc3n21	-37&-19	-1&-5	-22&-11	2&11	2&3	-14&-17	-8&0	-8&-11	-3&-54	-47&-52	-3&-4
C=C(C)C(=O)Nc1cccc(C2=NOC3(C2)C[C@H](C(N)=O)N(C(=O)CC)C3)c1 (some centres undefined)	-10	.	.	-9	-4	-23	-8	0	-6	14	3
COCc1c(C(=O)NCC(c2ccco2)N2CCCC2)oc2ccccc12 (centres undefined)	15	1	8	5	-7	-12	.	-2	-3	-12	-8
CCOc1ccccc1N1CC(C(=O)N2CCc3ccccc3C2)CC1=O (centres undefined)	-8	-10	17	.	-9	-12	6	8	.	-12	2
CC(C)[C@H](NC(=O)OCc1ccccc1)C(=O)OCC(=O)N1C(C)CCCC1C (some centres undefined)	6	7	-25	2	-11	-8	12	-6	-5	-10	-7
COc1ccc(-c2ccc(C(=O)Nc3cccc(C(F)(F)F)c3)c3occc23)c(C)c1	9	12	0	26	-3	10	-5	.	-17	0	.
CCOC(=O)CSc1ccc2nnc(CCNS(=O)(=O)c3ccccc3)n2n1	5	-8	12	-3	-4	11	4	14	-4	3	-8
Cc1c(CN2CCC(CO)(CCOc3ccccc3)CC2)c(=O)n(-c2ccccc2)n1C	1	6	12	7	-10	10	1	34*	-11	6	-1
Cc1ccc(NC(=S)N2CCCC2)cc1	-21	-30	-9	9	0	-31	-7	-2	-33	-40	-13
C=CCC12C=C(OC)C(=O)OC(OC)(C1O)[C@H](c1ccc3c(c1)OCO3)[C@H]2C (some centres undefined)	7	4	-1	-9	-10	11	-8	5	11	0	-9
CN(CCO)c1nc(N)c(C#N)c(CC#N)c1C#N	-4	3	-6	-16	-9	13	-14	-12	9	-6	-8
C=CCN1C(=O)/C(=C2/Sc3ccccc3N2CCCS(=O)(=O)O)SC1=S	-19	-10	15	-1	-5	0	1	-19	-3	-14	-13
N#CCCN(C(=O)CO/N=C/c1cccc([N+](=O)[O-])c1)c1ccccc1	-10	0	3	-3	-10	11	0	-8	-8	-12	-2
O=C(Nc1nnc(-c2cccs2)s1)c1cccc(F)c1	-47	-31	-23	6	-6	-61	-5	2	-44	-45	-16
CC(C)COC(=O)Nc1ccccc1C(=O)N1CCOCC1	-3	3	-14	-1	0	-10	-5	1	12	-4	-9
COC(=O)Nc1ccc(S(=O)(=O)N2CCCCCC2)cc1	-9	-4	-24	-5	-2	18	-18	-4	4	-4	-10
COc1ccc(NC(=O)COC(=O)/C=C/C(=O)OCC(=O)Nc2ccc(OC)c(Cl)c2)cc1Cl	9	-9	14	5	3	9	-3	3	-11	49	-21
Cc1ccc2ccccc2c1NC(=O)c1ccco1	12	3	10	-10	7	16	5	-1	-13	-6	7
O=C(Nc1ccc2c(c1)OCO2)c1cncc(Br)c1	-41	-26	-8	-5	4	-49	.	4	-39	-96	-20
COc1ccccc1C1CC(c2ccc(C)cc2)Nc2ncnn21 (centres undefined)	16	9	12	-8	4	26	33	10	-10	10	-4
CCOc1ccc(Cl)cc1S(=O)(=O)N1CCCC1	-8	0	-2	-13	-3	15	3	9	-3	-2	7
O=Cc1ccccc1OCCOc1ccccc1C=O	-18	-30	4	1	-2	5	3	12	-14	-9	-6
Cc1nc(NC(=O)c2ccncc2)sc1C(=O)N(C)C	-23	-2	-3	9	-20	-35	0	3	-4	4	-3
Cn1c(=N)n(CC(=O)c2ccc(Cl)c(Cl)c2)c2ccccc21	42	37	13	66*	-5	36	-19	3	20	28	-1
COc1ccc(Oc2nc3ccccc3n3cccc23)cc1	13	-12	-26	-18	4	13	7	-25	-7	17	7
Cc1cccc(CNC(=O)c2ccccc2N)c1	-9	-6	13	4	0	-32	7	-1	-24	-1	-1
CCOC(=O)N1CCN(c2ccc(Cl)c(Cl)c2)CC1	1	-8	6	-9	6	7	3	-2	10	4	9
O=c1c(Br)c(N2CCCCC2)cnn1-c1ccccc1	-82	-28	-38	12	4	-101	14	9	-30	-133	-27
